Screening results deposited in PubChem BioAssay by Broad Institute.
ARNT TACC3 PPI: disruptors of human ARNT/TACC3 interaction | Q9Y6A5 | AlphaScreen His-ARNT PAS-B/GST-TACC3 binding, luminescence; TACC3 fragment carries E629A point mutation | inhibition, % at 9.99 µM | hit rate 0.66% among 390,000 | AID 623870;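 active = mean inhibition of replicates at least 50% and at least half of replicates each reaching 50%; inconclusive = half or more replicates reach 50% but mean below 50%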;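 also: 0% = complete ARNT plus TACC3 wells and 100% = ARNT alone without TACC3; many hits fall short of the cut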
PAX8 reporter: inhibitors of PAX8 transcriptional activity in RMG-I cells | AID 652154 | hit rate 1.2% among 360,000 | inhibition, % at 12.6 µM | RMG-I TPO-luciferase reporter, SteadyGlo, 24 h;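 active = mean replicate inhibition at least 60% with every replicate also reaching 60%; inconclusive = only one of the two criteria is met; inactive = mean below 60% and not all replicates reaching 60%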;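 also: luciferase light reporting Pax8 driven TPO promoter activity; plate controls were median of neutral control wells for no effect and mitoxantrone controls for full effect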
PglD inh: blocks C. jejuni PglD acetyltransferase activity; hit rate 0.098% among 360,000; purified PglD enzyme, DTNB colorimetric CoA detection; inhibition, % at 12.5 µM; in the data active = inhibition above about 16%, passing the limit was not always enough; inconclusive = no clear call, values can overlap the other calls; also: strong numbers were not always called active
Cneo AK release: Cryptococcus neoformans lysis via adenylate kinase release; lysis activity, % at 15 µM; AID 651654; hit rate 0.2% among 360,000; C. neoformans lysis, adenylate kinase release luminescence, 4 h; normalised: neutral wells 0, clomiphene wells 100;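 active = mean lysis activity across replicates of at least 80%, whatever share of replicates individually reach that level; inactive = mean lysis activity below 80%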
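read-out = cell lysis signal | test system = log-phase Cryptococcus neoformans yeast cells | input = cells at 5 × 10^6 per mL | medium = fresh YPD growth medium | signal = luminescent adenylate kinase detection reagent | timing = 4 h at 37 °C static, read 1 h later | dosing = single dose | controls = Clomiphene as positive lysis control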
LGR2 antag: inhibitors of bursicon-induced Drosophila LGR2 receptor cAMP signaling; HEK293 LGR2, CRE-luciferase, bursicon-stimulated, 4 h; inhibition, % at 9.99 µM; hit rate 0.35% among 380,000; AID 720647;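 active = drop in luminescence signal, shown as inhibition above about 50% in the replicate tests, limit read from the data, passing the limit was not always enough; inconclusive = probably only some replicates passing the limit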;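 also: agonist challenge used bursicon conditioned medium at about half maximal strength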
GSIS activator: primary screen for activators of insulin secretion dependent on glucose, INS-1E cells, GLuc reporter luminescence | hit rate 0.61% among 370,000 | INS-1E GLuc reporter insulin secretion, 2-3 h | activation, % at 16.6 µM;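 active = lowest replicate activation of at least 40%, so every replicate reaches that level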;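 also: 0% = median of neutral control wells and 100% = median of IBMX positive control wells; some compounds called inactive have numbers as strong as hits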
C2C12 statin: suppression of simvastatin myotoxicity; C2C12 myotubes + simvastatin, ATP luminescence, 48 h; scaled: DMSO 0, geranylgeraniol control 100; rescue of ATP level, % at 7.49 µM; hit rate 0.78% among 330,000;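 active = mean ATP rescue above about 67%, or every replicate alone reaching that limit, limit read from the data, passing the limit was not always enough; inconclusive = no clear call, values can overlap the other calls; inactive = mean under the limit and some replicate under it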;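 also: myotubes were challenged with 10 µM simvastatin during compound exposure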
PGC1a acetyl inh: lowers PGC1a acetylation signal in U2OS cells; AlphaScreen anti-acetyl-lysine; with virally co-expressed GCN5 acetyltransferase; inhibition, % at 15.6 µM; hit rate 0.17% among 350,000;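 active = every replicate shows inhibition of at least 40%; inconclusive = mean inhibition at least 40% but some replicate below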;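 also: 0% = neutral control wells and 100% = positive control wells; some results beyond the cut were filed as inactive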
* marks the source's active call; other numbers are inactive results; ? = inconclusive; · = no result given.

SMILES	ARNT TACC3 PPI	PAX8 reporter	PglD inh	Cneo AK release	LGR2 antag	GSIS activator	C2C12 statin	PGC1a acetyl inh
C[C@H](CO)N1C[C@H](C)[C@@H](CN(C)C)Oc2cc(C#Cc3cccnc3)ccc2S1(=O)=O	-8.7	·	-0.4	-3.4	9.1	20.2	16.0	7.1
CCOC(=O)c1c(C)nc2c(c1-c1ccccc1)C(=O)CCC2	10.1	·	-1.5	-1.9	0.7	10.2	·	-3.7
CN(CC(=O)Nc1cccnc1)S(=O)(=O)c1ccc(Br)cc1	-9.0	-1.8	-0.2	2.0	-0.2	-2.3	8.3	·
Nc1nn2cc(-c3ccc(Br)cc3)nc2c2ccccc12	2.4	-52.3	-4.4	1.9	-55.4	7.6	-26.0	9.8
Cc1ccc(OCCCC(=O)Nc2nncs2)cc1	-2.2	-39.9	1.1	0.4	·	2.4	-6.4	0.7
CCOc1nc(-c2ccc(Cl)cc2Cl)ccc1C#N	-8.1	·	1.2	0.2	·	·	-9.2	-4.3
Cn1cc(CCC(=O)N2CCCC(CCC(=O)NCc3ccccc3F)C2)cn1 (stereo not drawn)	-1.6	-9.7	1.4	12.8	4.2	1.2	-2.3	6.0
Cc1ccc(NC(NC(=O)c2ccccn2)C(Cl)(Cl)Cl)cc1 (stereo not drawn)	-0.7	·	-1.5	-1.8	·	·	-3.2	2.2
COc1cccc(C2C(C#N)=C(N)Oc3cc(N)ccc32)c1OC (stereo not drawn)	-5.3	-0.6	0.0	-1.8	-7.5	-1.1	22.5	3.1
O=C(O)CSc1nnc(COc2cccc3ccccc23)o1	-6.7	-8.7	4.6	1.2	·	·	44.2	?
COc1cc2cc(-c3ccc(OC)c(OC)c3C)nc(N)c2cc1OC	·	71.0*	-3.8	-1.1	0.2	-25.0	·	-27.3
CCCC(C(=O)NCc1ccc(OC)cc1)N(Cc1ccco1)C(=O)c1snc(C(N)=O)c1N (stereo not drawn)	8.0	·	-1.8	1.2	?	-12.0	3.8	7.7

Continued; the last two above are carried over.
SMILES	ARNT TACC3 PPI	PAX8 reporter	PglD inh	Cneo AK release	LGR2 antag	GSIS activator	C2C12 statin	PGC1a acetyl inh
COc1cc2cc(-c3ccc(OC)c(OC)c3C)nc(N)c2cc1OC	·	71.0*	-3.8	-1.1	0.2	-25.0	·	-27.3
CCCC(C(=O)NCc1ccc(OC)cc1)N(Cc1ccco1)C(=O)c1snc(C(N)=O)c1N (stereo not drawn)	8.0	·	-1.8	1.2	?	-12.0	3.8	7.7
C=CCN1C(=O)[C@]2(O[C@H](CCO)[C@@H]([Si](C)(C)c3ccc(OC)cc3)[C@@H]2C)c2ccccc21	2.4	93.9*	0.2	2.9	·	·	·	-40.2
COc1ccc2oc3cc(C)[n+]([O-])c(-c4ccc(C)cc4)c3c2c1	0.8	9.1	5.2	1.0	10.8	9.0	·	-3.9
Cc1cc(Cl)c2oc(C(=O)N(C)CCc3cnn(C)c3)c(C)c2c1	-2.0	2.3	-5.4	-0.9	-10.0	46.5	15.1	-5.9
Cc1ccc2c(c1)-c1c(ssc1=S)C(C)(C)N2C(=O)CSc1nncn1C	16.0	·	0.6	0.6	·	·	1.9	·
C[C@@H]1CCCCO[C@@H](CN(C)S(C)(=O)=O)[C@H](C)CN([C@H](C)CO)C(=O)c2cc(NC(=O)c3ccccc3)ccc2O1	-1.6	3.9	5.8	4.5	-23.2	11.8	-17.8	25.6
CCOC(=O)C(C(C)=O)C(c1ccc(OC)cc1)C(C(C)=O)C(=O)OCC (stereo not drawn)	0.8	·	3.6	-1.8	2.5	15.0	11.1	-5.6
O=C(CN1CCCCC1)Nc1c2c(nc3ccccc13)N(c1ccccc1)CC2	-3.8	15.0	·	·	9.0	7.3	·	25.7
CCCNC(=O)N1C[C@H](C)[C@@H](OC)CN(C)C(=O)c2ccc(NC(=O)CC)cc2OC[C@@H]1C	·	-47.3	·	·	-1.3	-10.5	·	9.6
CC(C)C(=O)Nc1ncc(Cc2ccc(Cl)cc2)s1	-3.8	-17.4	·	·	-16.7	0.9	·	-8.2
COc1ccc(CNC(=O)Nc2cc(C)cc(C)c2)cc1	-1.3	-17.2	·	·	-19.4	-5.2	21.9	-7.5
Nc1nc(SCC(=O)O)[nH]c(=O)c1NC(=O)c1ccco1	·	7.6	5.7	-0.4	-18.3	5.9	-1.8	·
CC1(C(=O)NCc2ccccn2)CCN1C(=O)Cc1ccc(Cl)cc1Cl (stereo not drawn)	·	15.2	5.3	-0.5	4.5	2.4	-7.1	3.9

Reprinted from the part before: 2 entries, then new ones.
SMILES	ARNT TACC3 PPI	PAX8 reporter	PglD inh	Cneo AK release	LGR2 antag	GSIS activator	C2C12 statin	PGC1a acetyl inh
Nc1nc(SCC(=O)O)[nH]c(=O)c1NC(=O)c1ccco1	·	7.6	5.7	-0.4	-18.3	5.9	-1.8	·
CC1(C(=O)NCc2ccccn2)CCN1C(=O)Cc1ccc(Cl)cc1Cl (stereo not drawn)	·	15.2	5.3	-0.5	4.5	2.4	-7.1	3.9
C[C@@H]1CNC(=O)c2c(C(=O)N[C@@H](Cc3c[nH]c4ccccc34)C(=O)OC(C)(C)C)ncn21	·	1.4	-0.3	0.6	-7.1	·	6.4	-3.4
N#C/C(=C\c1cccc(OCC(=O)O)c1)c1nc2ccccc2[nH]1	12.5	-14.5	1.4	-1.6	9.1	-1.2	-3.4	-5.8
CCOc1c(OC)cccc1C1CC(=O)Nc2cc(OC)c(OC)cc21 (stereo not drawn)	-0.9	-4.8	2.8	-0.3	-37.0	5.9	-6.8	0.5
Cn1c(=O)cc(C(=O)N/N=C/c2ccc(F)cc2)[nH]c1=O	3.9	-6.6	2.4	1.4	8.1	-2.9	·	-0.4
COc1ccc(NC(=O)Nc2ccc3c(c2)C(=O)N([C@@H](C)CO)C[C@@H](C)[C@@H](CN(C)C)OCCCC[C@@H](C)O3)cc1	-4.3	-13.0	-1.0	4.9	11.6	5.0	-2.2	7.8
O=C(COc1ccc(-c2ccccc2)cc1)N1CCCC1	-5.7	-109.3	2.2	1.2	-41.1	-23.2	·	-5.6
CCCNC(=O)[C@@]1(Sc2ccc(C)cc2)CC(=O)N(C2CCCCC2)[C@@H]1c1ccc(CO)cc1I	2.0	6.2	-2.2	5.6	·	·	·	-3.1
C[C@@H]1CN([C@@H](C)CO)C(=O)c2cc(-c3cccc(F)c3)cnc2O[C@@H]1CN(C)C(=O)c1cccc(F)c1	2.3	-7.2	13.0	-0.9	14.0	-8.1	-3.1	-4.2
CNC(=O)c1ccc(=O)n(Cc2cccc(C(F)(F)F)c2)c1	-9.7	1.5	-6.4	-0.2	1.0	-1.0	3.3	22.4
C[C@H](CO)N1C[C@H](C)[C@@H](CN(C)S(=O)(=O)c2ccccc2)Oc2ncc(C#Cc3ccccc3F)cc2C1=O	-9.9	·	1.7	-2.5	17.2	-10.0	·	1.4
CCc1ccc(NC(=O)C2CCN(S(C)(=O)=O)CC2)cc1	0.7	·	-5.7	0.9	·	·	-25.2	-20.4
Cc1cc(=O)oc2cc(OCC(=O)NC3CCN(Cc4ccccc4)CC3)ccc12	·	-9.3	-1.4	-5.6	8.6	12.7	2.0	-24.3

Among those listed so far, these contain a COOH group:
SMILES	ARNT TACC3 PPI	PAX8 reporter	PglD inh	Cneo AK release	LGR2 antag	GSIS activator	C2C12 statin	PGC1a acetyl inh
O=C(O)CSc1nnc(COc2cccc3ccccc23)o1	-6.7	-8.7	4.6	1.2	·	·	44.2	?
Nc1nc(SCC(=O)O)[nH]c(=O)c1NC(=O)c1ccco1	·	7.6	5.7	-0.4	-18.3	5.9	-1.8	·
N#C/C(=C\c1cccc(OCC(=O)O)c1)c1nc2ccccc2[nH]1	12.5	-14.5	1.4	-1.6	9.1	-1.2	-3.4	-5.8

New compounds follow:
SMILES	ARNT TACC3 PPI	PAX8 reporter	PglD inh	Cneo AK release	LGR2 antag	GSIS activator	C2C12 statin	PGC1a acetyl inh
COCC(=O)N(C)C[C@H]1Oc2cc(C#Cc3ccccc3)ccc2S(=O)(=O)N([C@H](C)CO)C[C@H]1C	-4.2	·	-2.6	3.8	-1.4	-10.2	14.4	-1.3
CC1(C)CC2CC(C)(CN2C(=O)COC(=O)c2ccc(Cl)c(N)c2)C1 (stereo not drawn)	-3.5	·	-2.3	1.2	9.6	-5.6	-1.5	8.5
CCN1N=C(c2ccccc2)Cn2c1nc1ccccc12	-11.8	·	2.7	2.9	-24.9	1.5	·	-4.3
Cc1ccc(-c2nnc(Nc3ccc4c(c3)nc(C)n4C)c3ccccc23)cc1	5.7	·	-0.3	0.0	-16.8	-40.5	6.6	-0.9
CCN(CC)Cc1cc(C(C)=O)ccc1OCC(C)C	4.1	·	1.7	0.0	0.5	0.7	-8.8	·
O=CN1c2ccccc2CSc2ccccc21	·	8.7	-2.6	1.2	1.9	32.0	·	5.4
COC(=O)c1cc(NC(=O)COC(=O)CN2C(=O)C3CC=CCC3C2=O)cc(C(=O)OC)c1 (stereo not drawn)	-0.7	-4.1	-1.8	8.9	-1.4	-11.8	1.6	-3.5
COc1ccccc1CNC(=O)Cn1cccc1C(=O)c1ccccc1C	0.7	-67.9	-2.0	2.1	-34.1	-1.7	10.4	-15.9
O=C(COC(=O)c1cc[n+]([O-])cc1)Nc1ccc(F)c([N+](=O)[O-])c1	1.8	17.5	·	·	2.3	-19.0	·	·
C[C@H]1CCCCO[C@H](CN(C)C(=O)Nc2ccc(C(F)(F)F)cc2)[C@@H](C)CN([C@@H](C)CO)C(=O)c2cc(NC(=O)C3CCCCC3)ccc2O1	-1.6	40.9	-3.8	1.5	18.5	-11.1	-123.8	21.1
COc1cccc(-c2cc(C(=O)N3CCN(C(c4ccccc4)c4ccccc4)CC3)no2)c1	-5.1	·	0.0	0.8	·	·	-18.1	-24.4
COC(=O)C1=C(C(=O)c2ccc(C)cc2)C(c2ccccc2)n2nnnc2N1 (stereo not drawn)	-3.9	·	1.1	4.0	·	·	8.5	-12.3
N=c1c(C(=O)NC2CCCC2)cc2c(=O)n3ccccc3nc2n1CC1CCCO1 (stereo not drawn)	-4.2	-4.2	0.0	-4.1	7.6	21.7	-40.3	·
N#C[C@@H]1N[C@@H](CO)[C@H]1c1ccc(-c2ccccc2F)cc1	1.8	-5.0	-1.5	-3.2	-23.7	5.2	-2.3	-6.8
O=C(N/N=C\c1c[nH]c2ccccc12)c1ccc(O)cc1	17.1	7.3	2.5	0.0	12.6	-1.5	6.5	0.1
